# ALOX12 inh: ALOX12 (human) lipoxygenase inhibition. Potency, µM (top dose mostly 108 µM), for the others: top-dose activity change, negative = inhibition, hits mostly inhibitors. AID 1671190. purified 12hLO, xylenol orange hydroperoxide absorbance. 1.1% of 580,000 active. P18054; also: potency is read from the fitted curve at half-maximal effect; % is scaled to controls: 0 for no effect and ±100 for the full control effect
#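 Purified human 12hLO at 150 nM in 25 mM Hepes, 0.01% Triton X-100, pH 7.0, preincubated 15 min at room temperature with compound. Reaction started with 40 uM arachidonic acid, 30 min at room temperature. Hydroperoxide measured by Fe-xylenol orange, 573/405 nm absorbance ratio.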
# ERG-DNA inh: blocks human ERG Ets domain binding to DNA; P11308; fluorescence polarization, His-ERG Ets domain / labelled DNA; Potency, µM (series often up to 76.9 µM), for inactives: at the highest dose FP activity, negative = inhibition, most hits filed as inhibitors; 0.028% of 370,000 active; active = well fitted inhibition curve with a large enough effect in the polarisation, with a control signal flat; inconclusive = small, poorly fitted or top-dose-only effect, or effect the other way, or a change in a side signal; inactive = no such curve, though single readings can be large or run the other way; the % refers to the polarisation;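 also: polarization taken with two DNA probes labelled with fluorescein and Texas red; potency is read from the fitted curve at half-maximal effect; % of control where 0% means no effect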
#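 His-tagged ERG Ets domain (1 uM in the protein solution; 300mM KCl, 50mM Tris-HCl, 1mM EDTA, 1mM DTT, pH 7.5) received compound, then a probe mix of 5 nM fluorescein-DNA and 100nM Texas-615-DNA. Fluorescence polarization was read for both dyes.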
# Pol iota inh: blocks human DNA polymerase iota activity. Q9UNA4. Pol iota fluorescent replication assay, 10 min. Potency, µM (titrated, usually from 115 µM), inactives show top-dose activity, negative = inhibition, hits mostly inhibitors. 1% of 390,000 active; also: potency is read from the fitted curve at half-maximal effect
#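 Pol iota at 10 nM preincubated 15 min with compounds at room temperature; reaction started with fluorescent substrate, 50 nM final. Fluorescence read kinetically at 0 and 10 min; buffer-only wells as negative control.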
# Pol beta inh: blocks human DNA polymerase beta activity. P06746. Pol beta primer extension/strand displacement, fluorescence kinetic. Potency, µM (doses to about 114 µM), without a hit: at the top dose activity change, negative = inhibition, hits mostly inhibitors. 1.3% of 340,000 active; also: potency is read from the fitted curve at half-maximal effect; % is scaled to controls: 0 for no effect and ±100 for the full control effect
#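 Enzyme-only controls used 10 nM Pol beta; buffer lacking enzyme served as negative control. Compound preincubated 15 min, then 50 nM substrate added; 0 and 10 min reads at room temperature.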
# BLM inh: Bloom syndrome helicase (human) inhibition; P54132; recombinant BLM DNA unwinding, fluorescence dequenching; 0.2% of 350,000 active; AID 2528; Potency, µM (doses to about 56.1 µM), inactives show at the highest dose activity change, negative = inhibition, most hits filed as inhibitors;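 also: potency is read from the fitted curve at half-maximal effect; plate controls were vehicle for no effect and no enzyme for full effect; nearly all actives have a fitted effect of over 35% in size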
# Apoferritin bind: candidate novel general anesthetic via apoferritin binding | P02791 | apoferritin/1-aminoanthracene competitive binding, fluorescence | Potency, µM (series often up to 77.5 µM), for the others: at the top dose activity change, negative = displacement, actives largely listed as inhibitors | 0.074% of 350,000 active; also: potency is read from the fitted curve at half-maximal effect; % is scaled to controls: 0 for no effect and ±100 for the full control effect; nearly all actives have a fitted effect of over 20% in size
# Target sequence (P02791 2-175 limits assumed): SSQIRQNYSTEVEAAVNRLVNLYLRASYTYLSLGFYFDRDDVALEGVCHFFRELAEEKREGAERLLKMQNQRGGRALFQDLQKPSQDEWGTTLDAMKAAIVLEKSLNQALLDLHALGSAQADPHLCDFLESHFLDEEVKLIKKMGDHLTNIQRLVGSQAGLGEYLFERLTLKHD
#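 Horse-spleen apoferritin (10 uM) was mixed with 50% saturated 1-aminoanthracene in PBS, exposed to compounds for 10 min at room temperature, and read for fluorescence (ex 380 nm, em 535 nm). Competitive displacement was fitted with a four-parameter Hill equation.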
# TRHR ag: activates the human TRH receptor; TRHR cells, calcium flux fluo-8, FDSS agonist mode; P34981; activation, % at 2 µM; 0.18% of 360,000 active; in the data active = activation above about 30%; also: 0% is about no effect
#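 Agonist-mode FDSS calcium read (Ex 480/Em 530, 1 s cycles) in 1536-well TRHR cells with fluo-8 dye, after 10-cycle baseline and 23 nL compound addition; TRH at EC20 (10 nM final) added afterwards for the enhancer phase.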
# APE1 inh: inhibitors of human APE1 endonuclease; P27695; recombinant APE1, TAMRA/BHQ-2 abasic DNA cleavage fluorescence; Potency, µM (top dose mostly 65.8 µM), without a hit: top-dose activity change, negative = inhibition, hits mostly inhibitors; 0.35% of 350,000 active; AID 2517;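 also: potency is read from the fitted curve at half-maximal effect; plate controls were vehicle for no effect and reference inhibitor for full effect; nearly all actives have a fitted effect of over 55% in size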
#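 Readout is kinetic fluorescence (ex 525, em 598 nm) from cleavage of 50 nM TAMRA/BHQ-2 THF abasic duplex by 0.75 nM APE1, compound added 15 min beforehand at RT.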
# POLK inh: DNA polymerase kappa (human) inhibition; purified Pol kappa, fluorescent DNA synthesis assay, 10 min; Potency, µM (titrated, usually from 107 µM), inactives show at the top dose activity, negative = inhibition, hits mostly inhibitors; 0.53% of 400,000 active; AID 588579; also: potency is read from the fitted curve at half-maximal effect; % is scaled to controls: 0 for no effect and ±100 for the full control effect
# Target sequence (Q9UBT6 whole entry, looked up): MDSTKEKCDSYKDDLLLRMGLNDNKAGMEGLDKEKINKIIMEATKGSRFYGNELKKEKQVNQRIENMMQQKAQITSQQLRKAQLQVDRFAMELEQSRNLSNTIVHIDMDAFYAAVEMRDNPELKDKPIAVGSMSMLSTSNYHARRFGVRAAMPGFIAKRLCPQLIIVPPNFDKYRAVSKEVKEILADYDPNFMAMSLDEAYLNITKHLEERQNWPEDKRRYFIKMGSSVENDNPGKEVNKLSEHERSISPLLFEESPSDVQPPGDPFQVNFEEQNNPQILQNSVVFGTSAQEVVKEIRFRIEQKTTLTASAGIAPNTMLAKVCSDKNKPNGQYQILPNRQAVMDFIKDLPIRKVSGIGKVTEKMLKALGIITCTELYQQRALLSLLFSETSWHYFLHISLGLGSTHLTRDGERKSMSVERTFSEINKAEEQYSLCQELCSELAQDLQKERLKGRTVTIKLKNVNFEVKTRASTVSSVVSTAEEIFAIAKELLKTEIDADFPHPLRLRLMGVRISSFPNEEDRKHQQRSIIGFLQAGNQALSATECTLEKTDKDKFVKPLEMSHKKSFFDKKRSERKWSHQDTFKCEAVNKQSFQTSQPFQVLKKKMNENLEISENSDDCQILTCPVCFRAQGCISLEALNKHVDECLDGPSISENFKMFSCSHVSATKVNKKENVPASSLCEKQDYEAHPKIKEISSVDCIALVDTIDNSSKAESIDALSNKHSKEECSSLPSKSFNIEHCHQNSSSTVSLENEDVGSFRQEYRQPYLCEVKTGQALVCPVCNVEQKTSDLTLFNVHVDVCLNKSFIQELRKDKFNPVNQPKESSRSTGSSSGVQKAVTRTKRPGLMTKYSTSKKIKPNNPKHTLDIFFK
#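 50 nM final substrate added after 15 min RT preincubation of 10 nM Pol kappa with compound; fluorescence read at 0 and 10 min.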
# Active calls of the source: *; ? = inconclusive; · = no result given; & = joins results of further samples; [ ] = dose if it differs, or a comment. Unless noted, calls follow the shape of the dose curve; as a rule, active = well fitted curve in the direction sought with a large enough effect; inconclusive = small, poorly fitted or top-dose-only effect, or another doubt; inactive = no such curve, though single readings can be large; an effect the other way counts as inactive or inconclusive.
No. | Structure | ALOX12 inh | ERG-DNA inh | Pol iota inh | Pol beta inh | BLM inh | Apoferritin bind | TRHR ag | APE1 inh | POLK inh
1 | CSc1ccc(C(=O)NCC(c2ccco2)N(C)C)cc1[N+](=O)[O-] (stereo not drawn) | -10% | 5% | 32%[activator] | 17% | -6% | -10% | 0.1 | -6% | -13%
2 | COc1cccc(Nc2ncc3nc(CCc4ccccc4)c(=O)n(C)c3n2)c1 | 0% | · | · | · | 0% | · | · | -3% | -6%[60.1 µM]
3 | CCc1ccc(NC(=O)Nc2ccccc2OCc2cc(=O)n3ccccc3n2)cc1 | -2% | -1% | -7% | ? | -6% | -4% | 0.3 | · | -9%[60.1 µM]
4 | Cn1ccc2cc(S(=O)(=O)N3CCCC(C(=O)NCc4ccc(F)cc4)C3)ccc21 (stereo not drawn) | -24% | 1% | 3% | -3% | -1% | 1% | -0.4 | · | -13%[60.1 µM]
5 | Cc1cc(NC(=O)CSc2nc(-c3ccc(Br)cc3)nc3c2c(=O)n(C)c(=O)n3C)no1 | · | 1% | 24% | 11% | -2% | 1% | 2.2 | 1% | -18%
6 | COC(=O)C(C)N(c1ccc(OC)cc1)S(C)(=O)=O (stereo not drawn) | -37% | -12% | 63%[activator] | -10% | -6% | -5% | -0.1 | 7% | -2%
7 | CCCSC1=N/C(=C\c2ccc([N+](=O)[O-])o2)C(=O)S1 | 40µM* | 6% | ? | 2.8µM* | 4% | -14% | 1.2 | 22µM* | 20µM*
8 | Cc1ccc2c(c1)cc(CN(Cc1ccc3c(c1)OCO3)C(=O)c1ccccc1)c1nnnn12 | -26% | 3% | -7% | 13% | -3% | -9% | -0.6 | -6% | 5%
9 | CC1CCN(S(=O)(=O)c2csc(C(=O)Nc3ccccc3)c2)CC1 | -24% | · | 20% | 16% | -1% | -22% | 0.0 | -2% | -14%
10 | Cn1c(N2CCC(C(N)=O)CC2)nc2c1c(=O)n(Cc1cccc(Br)c1)c(=O)n2C | ? | 0% | 10% | 5% | -3% | -10% | -0.2 | -16% | -24%
11 | CCn1ncc(Cl)c1C(=O)Nc1cc(Cl)ccc1Cl | 1% | 1% | 2% | 27% | -1% | ? | -0.4 | 18% | 1%
12 | Cc1ccc(NC(=O)CSc2ccc(-c3ccc4c(c3)OCO4)nn2)cc1F | -25% | -3% | -5% | 12% | 0% | 6% | 0.9 | -1% | -1%
13 | CC(C)(C)c1cc(C(=O)NC2CC2)n(Cc2ccc(F)cc2)n1 | 0% | -8% | 19% | 6% | -3% | 1% | 0.2 | 1% | -6%
14 | COc1ccc(CCNC(=O)Cn2c(=O)nc(-c3ccccc3F)c3cc(Cl)ccc32)cc1OC | -16% | -1% | 3% | 0% | -2% | -23% | -0.8 | · | 3%[60.1 µM]
15 | Cc1nc2ncnn2c(N2CCN(S(=O)(=O)c3ccc(Br)cc3)CC2)c1C | 1% | -2% | 56%[activator] | -10% | -2% | -9% | 0.5 | -3% | -3%
16 | CC(C)Cc1nc2oc3c(Cl)ncnc3c2c2c1CCCC2 | 36%[activator] | 2% | 5% | ? | 1% | 0% | -0.1 | 0% | -14%
17 | Cc1cccc(-c2nc(CCNC(=O)Cc3ccccc3)cs2)c1 | -22% | 8% | 3% | -2% | -2% | -8% | -1.1 | · | -5%[60.1 µM]
18 | O=C(O)C1CC=CCC1C(=O)Nc1cccc(Cl)c1Cl (stereo not drawn) | · | · | · | 8% | 5% | ? | 0.4 | -4% | ·
19 | Nn1c(COc2ccccc2)nnc1SCC(=O)O | -1% | 5% | 11% | -1% | -1% | -2% | 1.0 | -4% | -24%
20 | COc1ccccc1-c1noc(-c2ccc(NCc3ccco3)c([N+](=O)[O-])c2)n1 | -12% | -3% | -2% | -29% | -2% | 1% | 0.1 | · | -3%
21 | C=CCn1c(Cc2ccc(OC)cc2)nnc1SCC(=O)c1cccc([N+](=O)[O-])c1 | 2% | · | 26% | 5% | -2% | -22% | -0.5 | 1% | 2%
22 | COc1ccc(C(=O)N2CCN(S(=O)(=O)c3ccc(F)cc3)CC2)cc1OC | -28% | 1% | 14% | 48% | -1% | -7% | -0.2 | 9% | -2%
23 | CN(CC(=O)Nc1ccc(F)cc1)CC(=O)N1CCc2ccccc21 | 1% | 2% | 17% | · | · | · | -0.2 | 24% | 11%
24 | CCCn1c2ccccc2c2nnc(SCC(=O)OCC)nc21 | 0% | -2% | 7% | -12% | 0% | -6% | -0.3 | -1% | -24%
25 | CCn1c(-c2ccccc2)c(C(=O)O)c2ccccc21 | ? | -6% | 3% | ? | 0% | -7% | -0.2 | 14% | -14%
26 | CSc1ccc(-c2nnn(Cc3ccccn3)n2)cc1 | 29% | 3% | 16% | 33% | 0% | -13% | -0.1 | -2% | -11%
27 | NCCCC(N)(C(=O)O)C(F)F (stereo not drawn) | -2% | -28% | 1% | 14%[57.1 µM] | -7% | 1% | 0.3 | -2%&15% | -14%[60.1 µM]
28 | COC(=O)c1ccc(N2CCN(c3ccccc3)CC2)c(NC(=O)C2CC2)c1 | 0% | -1% | 23% | 47% | -1% | -8% | -0.3 | 0% | -5%
29 | CCn1cc(C(=O)NCCCN2CCC(C)CC2)c(=O)c2cc(S(=O)(=O)N3CCOCC3)ccc21 | -1% | 0% | ? | 51% | 5% | -8% | 0.5 | -13% | -7%
30 | CCc1nc2ccccc2n(CCOCCn2c(=O)c(CC)nc3ccccc32)c1=O | 1% | 5% | 1% | -25% | -1% | -6% | -0.2 | 5% | 10%
31 | Cc1ccc(C)c(N2CCN(C(c3ccccc3)c3nnc(-c4ccccc4)o3)CC2)c1 (stereo not drawn) | ? | -3% | 5% | 2% | -5% | -1% | 0.1 | · | 8%
32 | Cc1ccc(NC(=O)c2cnc(SCC(=O)c3ccccc3)n(C)c2=O)cc1 | · | -6% | 79%[activator] | · | · | · | 1.1 | -44% | -15%

# Copied from above, entries 25 to 29
No. | Structure | ALOX12 inh | ERG-DNA inh | Pol iota inh | Pol beta inh | BLM inh | Apoferritin bind | TRHR ag | APE1 inh | POLK inh
25 | CCn1c(-c2ccccc2)c(C(=O)O)c2ccccc21 | ? | -6% | 3% | ? | 0% | -7% | -0.2 | 14% | -14%
26 | CSc1ccc(-c2nnn(Cc3ccccn3)n2)cc1 | 29% | 3% | 16% | 33% | 0% | -13% | -0.1 | -2% | -11%
27 | NCCCC(N)(C(=O)O)C(F)F (stereo not drawn) | -2% | -28% | 1% | 14%[57.1 µM] | -7% | 1% | 0.3 | -2%&15% | -14%[60.1 µM]
28 | COC(=O)c1ccc(N2CCN(c3ccccc3)CC2)c(NC(=O)C2CC2)c1 | 0% | -1% | 23% | 47% | -1% | -8% | -0.3 | 0% | -5%
29 | CCn1cc(C(=O)NCCCN2CCC(C)CC2)c(=O)c2cc(S(=O)(=O)N3CCOCC3)ccc21 | -1% | 0% | ? | 51% | 5% | -8% | 0.5 | -13% | -7%

# New compounds follow:
No. | Structure | ALOX12 inh | ERG-DNA inh | Pol iota inh | Pol beta inh | BLM inh | Apoferritin bind | TRHR ag | APE1 inh | POLK inh
33 | CCCCOc1ccc(N2C(=O)C(C)CNC2=S)cc1 (stereo not drawn) | ? | 6% | 5% | · | · | · | · | · | -18%
34 | COc1cccc(SCC(=O)N2CCN(c3ccccc3)CC2)c1 | -2% | -3% | -2% | -12% | -1% | -4% | -0.7 | 8% | -6%
35 | CCOC(=O)CCCc1c[nH]c2ccccc12 | 28% | 2% | 14% | 1% | -2% | ? | 0.2 | 0% | 0%
36 | Cc1cccc(C)c1-n1c(C)cc(/C=N\NC(=O)CC(=O)NC2CCCCC2)c1C | -2% | 4% | -2% | 2% | -5% | ? | -1.3 | 3% | -9%
37 | O=C(Cn1nc(Cc2cccnc2)c2ccccc2c1=O)N1CCN(C(=O)c2ccco2)CC1 | 120%[activator] | 6% | 19% | 1% | -2% | -2% | 0.1 | 9% | 14%
38 | Cc1ccccc1-n1c(SCC(=O)N2CCN(c3ccccc3)CC2)nnc1-c1ccncc1 | -19% | -1% | 16% | 23% | -8% | -16% | -0.6 | 2% | -4%
39 | CC1(C)O[C@@H]2[C@H](O1)[C@@H](COS(=O)(=O)O)O[C@H]2n1ccc(=O)[nH]c1=O | -7% | -4% | 8% | · | · | · | 0.0 | -4% | -10%
40 | Cn1cc(S(=O)(=O)N2CCCCCC2)cc1C(=O)Nc1ccccc1F | ? | 1% | 3% | -1% | -3% | -10% | 0.0 | · | -9%[60.1 µM]
41 | O=C(CSCC(=O)N1CCOCC1)Nc1nc(-c2ccc3c(c2)OCO3)cs1 | -10% | -16% | -22% | 25% | -2% | -24% | 0.5 | -5% | -6%
42 | CN(C(=O)c1cccc(NC(=O)Cc2ccc(NC(=O)C3CCCN(C(=O)CCc4ccccc4)C3)cc2)c1)C1CCCC1 (stereo not drawn) | -3% | 15% | 16% | · | · | · | · | · | -6%
43 | CCc1ccccc1NC(=O)CN(c1ccccc1)S(=O)(=O)c1ccsc1C(=O)OC | -25% | 0% | -15% | 9% | -2% | 59%[activator] | -0.5 | · | -20%
44 | CCOC(=O)c1[nH]c2ccccc2c1NC(=S)Nc1ccccc1 | ? | -10% | 8% | -9% | 2% | -4% | -0.2 | -3% | -4%
45 | Cn1cccc1CC(=O)N/N=C/c1cccc2ccccc12 | -1% | 11% | -3% | -15% | -9% | -11% | 0.0 | 17% | -6%
46 | CCCCNC(=O)c1ccc(CS(=O)(=O)c2ccc(C)cc2)o1 | -22% | 4% | 66%[activator] | 10% | -10% | 13% | -0.8 | -10% | -6%
47 | COc1ccc(CN2CCN(CC=C(C)C)C(CCO)C2)cc1Cn1cncn1 (stereo not drawn) | 1% | 5% | 15% | -1% | -2% | -4% | 1.8 | -2% | -15%
48 | CCN(CC)CCN(C(=O)c1ccc(C(=O)c2ccccc2)cc1)c1nc2cc3c(cc2s1)OCO3 | 10% | 12% | 54%[activator] | -1% | 3% | ? | -0.5 | 12% | 0%

# A portion of the library. The share of hits here may be higher or lower than overall.
